# Salmonella PhoP GFP: PhoP regulon inhibitors, Salmonella typhi PhoP promoter GFP reporter, confirmatory (AID 1850); Salmonella Typhi PhoP-promoter GFP reporter, fluorescence, 4 h; higher % means a stronger effect; inhibition, % at 50 µM, or IC50 in µM where a hit was titrated; actives 0.33% (n = 310,000); in the data active means a potency from the dose series; inconclusive means inhibition mostly from about 25% at the one dose, without a potency; inactive means the rest, 99 in 100 with inhibition below about 19%;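 further: 0% = induced wells with vehicle and 100% = uninduced wells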
# H37Rv inhibition: M. tuberculosis growth inhibition, HTS (AID 449762); M. tuberculosis H37Rv growth inhibition, 7H9 media; higher % means a stronger effect; inhibition, % at 25 µM; hits with a dose series show IC50 in µM; actives 0.59% (n = 330,000); in the data active means a potency from the dose series; inconclusive means inhibition above about 70% without an active follow-up result;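 further: bacterial growth assessed after seven days of incubation; strong numbers were not always called active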
# tuberculosis growth: growth inhibition of non-replicating M. tuberculosis (AID 488890) | one-dose inhibition, % at 25 µM; IC50 in µM for titrated hits | Mycobacterium tuberculosis non-replicating, growth inhibition; higher % means a stronger effect | actives 0.39% (n = 320,000); in the data active means a potency from the dose series; inconclusive means inhibition mostly from about 82% at the one dose, without a potency; inactive means the rest, 99 in 100 with inhibition below about 76%;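 further: plate controls were DMSO cells for no effect and high antibiotic wells for full effect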
# H1N1 NS1A inhibition: H1N1 influenza NS1A inhibitors, functional cell based assay (AID 504329) | NS1A functional cell-based assay, percent inhibition; higher % means a stronger effect | inhibition, % at 12.5 µM, or IC50 in µM where a hit was titrated | actives 0.3% (n = 340,000); in the data active means a potency from the dose series; inconclusive means inhibition above about 27% without an active follow-up result; further: strong numbers were not always called active
# VEEV TC-83 Vero: inhibitors of VEEV TC-83 cytopathic effect, confirmation, Vero cells (AID 588727); Vero cells, VEEV TC-83 cytopathic effect inhibition; higher % means a stronger effect; inhibition, % at 20 µM; hits with a dose series show IC50 in µM; actives 0.13% (n = 350,000); in the data active means a potency from the dose series; inconclusive means inhibition mostly from about 14% at the one dose, without a potency; inactive means the rest, 99 in 100 with inhibition below about 12%; further: strong numbers were not always called active
# An asterisk follows results filed as active; i = inactive; u = inconclusive; x = not tested or not shown.
Compound,Salmonella PhoP GFP,H37Rv inhibition,tuberculosis growth,H1N1 NS1A inhibition,VEEV TC-83 Vero
CC1CC2(C)CC(C)C1(COC(=O)Nc1ccccc1)CO2 (stereo not given),-2.1%,-5.9%,-11.0%,-8.7%,i
CNc1nc2cccnc2s1,18.2%,-10.1%,-7.3%,2.8%,1.5%
C=CCn1c(SCC(=O)N2CCc3ccccc3C2)nc2sc(CC)cc2c1=O,-3.6%,2.0%,27.8%,16.1%,i
CC(Sc1nnnn1C)C(=O)Nc1ccc(Oc2ccccc2)cc1 (stereo not given),-1.2%,7.4%,40.7%,-15.3%,0.4%
O=C(Oc1cccc(/C=N/NC(=O)c2ccccn2)c1)c1ccc([N+](=O)[O-])cc1,-7.0%,-5.1%,54.5%,-9.2%,1.4%
COc1ccccc1-c1c(C)nn2c(N)c(-c3ccc(Cl)cc3)cnc12,-0.5%,7.3%,8.7%,-0.7%,0.9%
CC(=O)N/C(=C\c1ccccc1)C(=O)OCc1ccc(C)cc1,2.4%,-12.4%,17.5%,-5.3%,2.3%
Cc1cccc[n+]1CC(=O)N1c2ccccc2Sc2ccccc21,4.2%,54.0%,-2.6%,-2.2%,0.5%
CCN(CC)S(=O)(=O)c1ccc(N2CCCC2)c(NC(=O)CC(C)(C)C)c1,3.7%,-3.2%,13.9%,-18.2%,1.6%
Cc1cc(C(=O)CN2C(=O)C(=O)N(C3CCCC3)C2=O)c(C)n1CCc1ccccc1,x,x,x,-14.7%,0.2%
COc1ccc(C(=O)Cn2c(Br)nc3c2c(=O)n(C)c(=O)n3C)cc1,-1.4%,-6.2%,5.0%,-1.0%,i
COCCOc1nc2ccccc2nc1C,1.0%,2.3%,5.7%,10.1%,1.4%
CCN(c1ccccc1)S(=O)(=O)c1ccc(C(=O)Nc2ccncc2)cc1,-2.9%,48.8%,23.3%,3.9%,2.0%
CCC(C)NCCOCCOc1ccc(Br)cc1C (stereo not given),1.2%,-7.5%,52.2%,-6.5%,0.4%
O=S(=O)(NCC1CCCO1)c1ccc(Cl)cc1 (stereo not given),-5.7%,-1.0%,14.5%,-4.8%,i
CC(Sc1nnnn1C)C(=O)Nc1ccc2c(c1)OCCO2 (stereo not given),12.7%,1.6%,-2.3%,-14.0%,3.2%
CCNC(=O)c1nc[nH]c1C(=O)NCC,-3.0%,-0.3%,-7.0%,5.4%,0.5%
O=C(NCc1ccccc1)c1ccc2c(c1)C(=O)N(Cc1cccnc1)C2=O,-7.3%,4.5%,-15.0%,-5.1%,i
Cc1ccc(/C=N/n2nnnc2N)cc1,7.5%,-4.0%,-12.8%,-0.2%,i
Cc1cccc(OCc2nnc(SCC(=O)N(c3ccccc3)C3CCS(=O)(=O)C3)o2)c1 (stereo not given),x,1.6%,-9.2%,-11.1%,6.2%
c1ccn2c(SCc3ccc4c(c3)OCO4)nnc2c1,11.4%,-3.6%,8.4%,-4.0%,1.6%
O=c1[nH][nH]c(C(F)(F)F)c1C=NCc1ccc(Cl)cc1,2.3%,-3.8%,-6.6%,3.5%,0.6%
CCOn1c(=O)c[n+]([O-])c2ccccc21,-12.9%,-6.6%,1.2%,-3.8%,i
N#CCC(=O)Nc1ccc(C(=O)OCC(=O)N(C2CCCCC2)C2CCCCC2)cc1,-7.2%,2.7%,3.9%,-3.1%,3.4%
CCOC(=O)c1cnc(N2CCN(C(=O)OCC)CC2)[nH]c1=O,-7.0%,13.4%,5.0%,-5.0%,1.2%

# The list continues:
Compound,Salmonella PhoP GFP,H37Rv inhibition,tuberculosis growth,H1N1 NS1A inhibition,VEEV TC-83 Vero
COc1ccccc1CNC(=O)CCCC(=O)n1nc(C)c2ccccc21,0.6%,8.4%,16.8%,0.4%,0.5%
O=C(NCCOc1ccc(Cl)cc1)C1CCCCC1,1.6%,5.0%,46.1%,-0.9%,i
Cc1nn(-c2ccccc2)c(Oc2ccc(F)cc2)c1/C=N/n1cnnc1,-4.4%,-10.3%,x,9.3%,1.1%
CCN(CC)C(=O)C1c2ccccc2Oc2ccccc21,-169.5%,-4.2%,23.9%,-12.1%,i
Cc1cc(C)n(-c2ccc(C(=O)Oc3ccc4c(c3)OCO4)cc2)n1,-6.4%,4.02µM*,i,4.5%,6.4%
C=CCNC(=O)C12CC3(C)CC(C)(CC(C)(C3)C1)C2,-5.1%,-6.6%,-14.7%,0.5%,i
COc1ccc(NC(=O)CN(C)C(=O)/C=C/c2ccc(S(=O)(=O)N3CCCCCC3)cc2)cc1,0.7%,15.0%,26.2%,-13.0%,i
COc1cc2c(=O)n(CCCN3CCOCC3)c(=S)[nH]c2c(OC)c1OC,-6.6%,5.7%,-14.8%,9.6%,4.1%
O=C(O)CNC(=O)C1(N2C(=O)c3ccccc3C2=O)CCCC1,x,x,x,-18.8%,2.4%
CN(/C(=N/S(=O)(=O)c1cccs1)c1ccccc1)c1ccccc1,-8.7%,2.9%,-5.3%,-5.1%,0.2%
O=C1OCC(Cn2c3ccccc3c3ccccc32)O1 (stereo not given),-5.4%,2.2%,0.7%,-24.1%,i
COc1ccc(CC(=O)Nc2c3c(nn2-c2cccc(C)c2C)CS(=O)C3)cc1 (stereo not given),8.7%,-8.3%,10.1%,1.9%,i
Cc1cc(C)cc(-n2c(C)cc(C=C(C#N)C#N)c2C)c1,-2.7%,12.0%,9.3%,2.4%,3.7%
Cc1onc(-c2ccccc2Cl)c1C(=O)N1CCN(c2nc3ccccc3s2)CC1,-0.5%,3.3%,27.9%,16.7%,i
CC(=O)N1N=C2C3CCN(CC3)C2C1c1ccc(F)cc1 (stereo not given),6.2%,4.9%,-2.1%,-6.7%,0.9%
C=C1C(=O)OC2C1CCC(C)C1C=CC(=O)C12C (stereo not given),x,x,x,-4.1%,11.2%
COc1ccccc1Oc1ccc(NC(=O)Cc2ccccc2)cc1,8.4%,1.1%,19.6%,x,0.3%
CC(C)CC(=O)Nc1ccc([N+](=O)[O-])cc1Cl,1.2%,-7.9%,-3.7%,-10.4%,i
O=C(CCNS(=O)(=O)c1cccc2nsnc12)N1CC(=O)N(CCc2ccccc2)C(=O)C1,0.3%,-5.0%,-5.4%,-6.5%,i
COc1ccccc1/C=C/C(=O)OCC(=O)NC1CCCCCCC1,x,9.6%,58.1%,-21.1%,5.6%
O=[As](O)(O)c1ccc(N=Nc2ccc(O)cc2)cc1,-3.2%,-8.3%,12.3%,-3.7%,0.7%
CCn1c(=O)cc(SCC(=O)NCCC2=CCCCC2)c2ccccc21,-10.8%,-1.1%,3.0%,4.7%,1.8%
Nc1ccccc1Sc1cc(Cl)nnc1Cl,1.1%,-7.1%,11.7%,21.0%,2.2%
CC(C)C(C(=O)NC1=NCCS1)c1ccc(Cl)cc1 (stereo not given),-10.7%,u,34.4%,3.3%,0.5%
COc1ccc(C(c2nnnn2Cc2cccs2)N2CCN(c3ccccc3)CC2)cc1OC (stereo not given),-0.6%,-6.5%,42.4%,11.1%,i

# Continuation:
Compound,Salmonella PhoP GFP,H37Rv inhibition,tuberculosis growth,H1N1 NS1A inhibition,VEEV TC-83 Vero
CCN1CCN(C(=O)CN(c2ccc(C)cc2)S(C)(=O)=O)CC1,4.9%,6.6%,-5.8%,6.7%,4.0%
Cc1cccc(COc2coc(CN3CCN(C(=O)c4ccco4)CC3)cc2=O)c1,0.3%,0.2%,-2.5%,-23.0%,i
CC(C)[C@H](NC(=O)OCc1ccccc1)C(=O)OCc1ccccc1,4.6%,-0.1%,u,-13.3%,3.3%
Cc1ccc(S(=O)(=O)CCC(=O)NCCN2C(=O)S/C(=C\c3ccccc3)C2=O)cc1,2.7%,-1.8%,11.0%,-9.6%,9.4%
O=C(O)c1cccc(S(=O)(=O)N2CCSCC2)c1,4.0%,8.7%,-6.7%,-1.1%,0.5%
NC(=O)C1CCN(C(=O)CN(c2ccc3c(c2)OCCO3)S(=O)(=O)c2ccccc2)CC1,-2.5%,4.1%,0.3%,-0.9%,0.1%
Cc1nc2ccc(S(=O)(=O)NCC(=O)N3CCN(c4ccccc4)CC3)cc2s1,5.9%,0.2%,7.5%,-1.0%,0.5%
CCn1c(SCc2nc3cc(OC)c(OC)cc3c(=O)[nH]2)nc2ccccc21,1.3%,4.0%,9.4%,-1.4%,0.5%
CS(=O)(=O)Cc1ccc(C(=O)N(CCc2ccccc2)Cc2ccccc2)cc1,-2.3%,1.9%,7.4%,-3.3%,2.5%
O=C(CSc1nnc(CNC(=O)c2ccccc2)o1)NCc1ccco1,1.4%,4.4%,-6.5%,-6.9%,0.2%
Fc1ccc(-c2nc3ccncc3[nH]2)cc1,-12.2%,-1.8%,0.6%,6.5%,5.3%
O=C(CN1CCOCC1)Nc1nc(-c2ccc3c(c2)CCN3S(=O)(=O)c2ccccc2)cs1,-9.6%,u,22.6%,6.5%,3.2%
Cc1nn(CC(=O)O)c(C)c1Cl,-5.5%,0.1%,-2.8%,-6.3%,0.4%
C/C=C/C=C/C(=O)[C@@H]1[C@@H]([C@]2(C)OC(=O)C(C)=C2O)[C@H]2/C(=C(O)/C=C/C=C/C)C(=O)[C@]1(C)C(=O)C2(C)O (stereo not given in full),18.3%,-1.1%,-4.1%,2.3%,0.4%
CC(C)n1nnnc1SCC(=O)N1CCOCC1,3.8%,-2.5%,-9.7%,0.3%,0.0%
Cc1cc(C(=O)OC(C)C(=O)NC2CCCCC2)c(C)o1 (stereo not given),x,-1.2%,0.5%,0.2%,0.7%
Cn1cnc2c1c(=O)[nH]c(=O)n2Cc1ccccc1,-1.2%,-0.4%,8.4%,-10.4%,1.3%
COc1ccccc1-n1c(SC)nc(O)cc1=O,x,5.1%,71.2%,3.3%,0.7%
CC(C)(C)C1CCc2c(C(=O)NNC(=O)/C=C/C(=O)O)csc2C1 (stereo not given),-1.4%,5.1%,15.7%,-5.0%,i
O=C(O)CCCC(=O)Nc1ccn(-c2ccccc2)n1,-8.2%,11.1%,10.4%,14.8%,0.3%
CCOC(=O)N1CCN(C(=O)c2cc3c(=O)n4cccc(C)c4nc3s2)CC1,8.1%,9.7%,4.4%,0.7%,1.5%
CC(C)(C)c1ccc(-n2ncc3c2CCCC3NC(=O)C2=NNC(=O)CC2)cc1 (stereo not given),-4.8%,8.0%,21.8%,21.2%,7.7%
CC1CCN(C(=O)C2CCC(CNc3c(N4CCCCC4)c(=O)c3=O)CC2)CC1 (stereo not given),0.8%,-6.5%,x,-10.3%,0.8%
CCOC(=O)c1c(C)nc2c(C)cccn12,-10.1%,-11.7%,-4.7%,-15.4%,2.4%
N/C(CC(=O)Nc1ccc(F)c(Cl)c1)=N\OC(=O)c1cccs1,-6.8%,-3.3%,10.4%,-0.9%,2.1%

# Six consecutive compounds from above, for reference:
Compound,Salmonella PhoP GFP,H37Rv inhibition,tuberculosis growth,H1N1 NS1A inhibition,VEEV TC-83 Vero
O=C(O)CCCC(=O)Nc1ccn(-c2ccccc2)n1,-8.2%,11.1%,10.4%,14.8%,0.3%
CCOC(=O)N1CCN(C(=O)c2cc3c(=O)n4cccc(C)c4nc3s2)CC1,8.1%,9.7%,4.4%,0.7%,1.5%
CC(C)(C)c1ccc(-n2ncc3c2CCCC3NC(=O)C2=NNC(=O)CC2)cc1 (stereo not given),-4.8%,8.0%,21.8%,21.2%,7.7%
CC1CCN(C(=O)C2CCC(CNc3c(N4CCCCC4)c(=O)c3=O)CC2)CC1 (stereo not given),0.8%,-6.5%,x,-10.3%,0.8%
CCOC(=O)c1c(C)nc2c(C)cccn12,-10.1%,-11.7%,-4.7%,-15.4%,2.4%
N/C(CC(=O)Nc1ccc(F)c(Cl)c1)=N\OC(=O)c1cccs1,-6.8%,-3.3%,10.4%,-0.9%,2.1%

# The list goes on:
Compound,Salmonella PhoP GFP,H37Rv inhibition,tuberculosis growth,H1N1 NS1A inhibition,VEEV TC-83 Vero
CCS(=O)(=O)Nc1cccc(C(=O)O)c1,4.2%,-7.2%,-11.8%,x,x
COc1ccc(O)c(C(=O)c2cc(C#N)c(=O)n(-c3ccc(Cl)cc3)c2)c1,-2.7%,-9.3%,-1.1%,7.0%,2.1%
COCCN1C(=O)NC(=O)/C(=C\c2ccc(F)cc2)C1=O,4.7%,1.9%,-4.5%,-11.1%,0.8%
CCNC(=O)c1c(NC(C)=O)sc2c1CCCC2,-0.9%,-2.9%,2.2%,-14.3%,3.2%
OC(CNCc1ccc(Cl)cc1)C(F)(F)F (stereo not given),-8.1%,-1.5%,43.3%,-11.2%,i
CC1CCN(S(=O)(=O)c2ccc3c(c2)c(=O)c(C(=O)NCc2ccco2)cn3C)CC1,2.6%,-8.9%,0.2%,3.0%,0.9%
